# Screening data (PubChem BioAssay)
# HSP90 inh: blocks HSP90-mediated luciferase refolding in reticulocyte lysate | Rabbit reticulocyte lysate, luciferase refolding luminescence, 3 h | inhibition, % at 5.6 µM | actives 0.91% (n = 290,000);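 active = inhibition above the screen-wide mean plus 3 SD, computed separately per campaign, cut at about 16% in these data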;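 also: 0% = DMSO wells and 100% = 60 µM geldanamycin wells; inhibitors lower the luminescence because luciferase stays unfolded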
# GSK3B inh: inhibitors of human GSK3beta kinase; AID 2097; GST-GSK3beta kinase, ADP-Glo luminescence, 60 min; hits give low values; P49841; actives 0.038% (n = 300,000); activity score (negative = inhibition), % at 10 µM;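 active = more than half of replicate wells score below -50%, meaning over 50% inhibition versus plate controls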;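 also: 0% = median DMSO wells and -100% = median GW8510 positive control wells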
# Target sequence (P49841 whole entry, looked up): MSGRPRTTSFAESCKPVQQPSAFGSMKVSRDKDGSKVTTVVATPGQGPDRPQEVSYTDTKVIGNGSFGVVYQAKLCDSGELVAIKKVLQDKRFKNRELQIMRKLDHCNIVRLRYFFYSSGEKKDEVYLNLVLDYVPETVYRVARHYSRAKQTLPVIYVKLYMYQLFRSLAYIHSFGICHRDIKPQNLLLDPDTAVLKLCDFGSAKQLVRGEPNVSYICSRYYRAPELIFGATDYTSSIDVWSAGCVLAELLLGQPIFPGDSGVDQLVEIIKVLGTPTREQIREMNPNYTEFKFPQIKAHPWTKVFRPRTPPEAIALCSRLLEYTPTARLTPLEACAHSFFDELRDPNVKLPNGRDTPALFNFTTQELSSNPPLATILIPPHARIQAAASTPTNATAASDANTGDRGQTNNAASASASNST
#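 test system = GST-tagged human GSK3beta kinase, cell-free | reagent = 25 µM ATP with peptide substrate | dosing = one dose of 10 µM per compound | schedule = 60 min reaction, RT | detection = luminescent ADP-Glo measurement of ADP formed | control set = DMSO neutral wells and GW8510 at 20 µM as positive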
# IEC-6 cytotox: kills IEC-6 intestinal cells in KLF5 counter-screen. AID 1825. inhibition, % at 5 µM. actives 0.78% (n = 290,000). IEC-6 cytotoxicity, luminescence viability; in the data active = inhibition above about 22%;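 also: 0% = plate median of test compound wells and 100% = cytotoxic reference compound wells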
# HIF activator: HIF pathway transcriptional activation; U2OS HRE-luciferase reporter, luminescence; normalized: DMSO 0%, desferrioxamine 100%; activation, % at 7.5 µM (by protocol); actives 0.32% (n = 300,000); AID 1910;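 active = mean activation of at least 10% of the iron chelator positive control signal, with at least half of replicates also reaching 10%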
# HSF1 inh: HSF1 inhibition. NIH3T3-HGL HSE-luciferase, MG132-induced, luminescence 8 h; hits give low values. actives 0.77% (n = 300,000). AID 2098. activity change, negative = inhibition, % at 7.5 µM (by protocol);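 active = more than half of replicate wells show activity change below -50%, luminescence cut by over half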;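 also: luciferase reports HSF-1 transcriptional activity via heat shock element; 0% = median of DMSO wells and -100% = zero luminescence signal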
# GSK3A inh: human GSK-3 alpha kinase inhibition. P49840. ADP-Glo luminescence, 60 min. inhibition, % at 10 µM. actives 0.1% (n = 320,000). AID 2650;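 in the data active = inhibition above about 50%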;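 also: GST-tagged GSK-3 alpha with peptide substrate and 25 µM ATP; 0% = DMSO neutral wells and 100% = GW8510 positive control wells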
# Target sequence (P49840 whole entry, looked up): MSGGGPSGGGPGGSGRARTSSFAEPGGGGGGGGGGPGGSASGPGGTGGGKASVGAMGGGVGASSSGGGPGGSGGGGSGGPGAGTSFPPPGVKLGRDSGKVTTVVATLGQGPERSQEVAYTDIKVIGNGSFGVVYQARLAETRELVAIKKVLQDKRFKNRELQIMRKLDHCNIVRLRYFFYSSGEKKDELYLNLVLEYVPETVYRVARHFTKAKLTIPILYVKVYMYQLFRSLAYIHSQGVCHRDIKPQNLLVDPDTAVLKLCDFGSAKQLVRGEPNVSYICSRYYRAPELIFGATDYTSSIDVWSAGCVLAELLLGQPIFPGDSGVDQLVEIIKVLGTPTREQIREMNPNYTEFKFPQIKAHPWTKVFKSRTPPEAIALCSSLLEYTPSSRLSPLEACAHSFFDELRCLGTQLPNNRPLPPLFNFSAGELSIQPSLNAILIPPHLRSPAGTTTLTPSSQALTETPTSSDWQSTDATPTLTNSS
# HSF-1 act: increases HSF-1 driven luciferase reporter signal. activation, % at 9 µM. NIH3T3-HGL HSF-1 luciferase reporter, MG132, 8 h; 100% = twice DMSO control signal. actives 1.7% (n = 300,000);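 active = mean replicate activation of at least 50% with a set share of replicates each reaching 50%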;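 also: 0% = median of the neutral control wells and 100% = twice that signal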
# AI-2 QS mod: Vibrio harveyi AI-2 quorum sensing modulation. Vibrio harveyi JMH597 AI-2 luminescence/OD600 ratio, 9 h; hits give low values; strain lacks LuxN and CqsS sensors; 0 = neutral-control median. actives 0.4% (n = 300,000). activity change, % at 7.5 µM; in the data active = activity change below about -75%, passing the limit was not always enough;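 also: luminescence divided by OD600 gain over 9 h not by final OD600 alone; inactives centre near 13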
# aSyn 5UTR inh: MLPCN primary screen, SNCA 5' untranslated region. alpha-synuclein 5'UTR reporter, inhibitor activity. inhibition, % (tested at 7.5 µM). actives 0.82% (n = 300,000); in the data active = inhibition above about 60%;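 also: H4 neuroglioblastoma cells stably carrying SNCA 5'UTR luciferase fusion; 0% = DMSO wells and 100% = positive control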
# KLF5 inh: kruppel-like factor 5 inhibition. AID 1700. DLD-1 KLF5 promoter-luciferase reporter, luminescence. actives 0.23% (n = 290,000). inhibition, % at 5 µM;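 active = inhibition above a per-plate limit of that plate's mean compound inhibition plus 3 SD, cut at about 60% in these data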;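 also: 0% = DMSO wells and 100% = LY294002 at 200 µM; higher means less KLF5 promoter-driven luciferase light; inactives centre near -14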
# The depositor's hits bear a star; . = not tested or not shown.
SMILES,HSP90 inh,GSK3B inh,IEC-6 cytotox,HIF activator,HSF1 inh,GSK3A inh,HSF-1 act,AI-2 QS mod,aSyn 5UTR inh,KLF5 inh
CC1(C)Cc2c(sc3ncnc(NNC(=S)NCc4ccccc4)c23)CO1,0.7,1.0,76.2*,0.9,6.6,0.7,44.9,4.5,86.8*,60.6
O=C(C1CCN(S(=O)(=O)c2cccc3nsnc23)CC1)N1CCCc2ccccc21,2.8,0.6,1.8,-42.5,-2.0,-2.3,7.9,19.0,6.2,-23.2
Cc1cccc(CC(=O)Nc2c3c(nn2-c2cccc(Cl)c2)CS(=O)C3)c1 (stereo not drawn),0.5,-0.9,2.9,-0.3,-0.6,0.0,-5.9,21.1,13.0,9.5
CCOC(=O)C1(Cc2cccc(Cl)c2)CCCN(C(=O)c2cc(CC)on2)C1 (stereo not drawn),0.9,1.5,2.7,0.9,8.3,1.6,29.1,2.9,-22.7,-49.7
CC(C)c1ccc(C(=O)NC(=S)Nc2ccc3[nH]c(=O)[nH]c3c2)cc1,-0.6,-0.9,-6.8,0.2,-27.9,1.5,-26.7,12.2,-0.7,-18.8
Cc1cccc(N(C)S(=O)(=O)c2ccc3c(c2)CCC(=O)N3)c1,-0.6,1.7,-1.9,-0.2,-0.4,-2.1,5.3,15.2,-11.2,-6.4
CCOC(=O)c1nnn(-c2nonc2N)c1-c1cccs1,-1.9,-48.2,-0.3,-0.3,0.4,.,1.2,2.5,17.4,-28.1
COc1ccc(N2CCN(S(=O)(=O)c3cc4c(cc3C)N(C(C)=O)CCO4)CC2)cc1,-2.1,3.1,-4.0,-0.1,-58.1*,-0.3,-66.7,-7.3,27.5,-22.6
CC(C)C[C@H](NC(=O)Nc1ccccc1F)C(=O)O,6.8,1.9,2.5,-0.1,2.0,-1.7,12.4,6.7,-4.2,-19.4
Cc1ccccc1COCCN1CCN(S(=O)(=O)c2ccccc2)CCC1=O,.,-0.8,.,-2.3,-0.6,0.6,-15.8,24.0,7.9,.
O=C(O)C1CCCN1C(=O)Nc1ccc(Cl)cc1 (stereo not drawn),1.1,-1.7,-1.0,.,12.0,.,-0.7,7.4,2.0,-3.2
CCOc1ccc(-n2nc3c(=O)[nH]nc(C)c3c2C)cc1,-4.1,0.6,-6.0,-0.1,-3.1,-2.4,5.5,22.2,11.2,5.0
C=CCn1c(N)cc(=O)nc1SCC(=O)N(c1ccccc1)c1ccccc1,2.1,1.5,-0.3,0.4,2.2,0.6,0.9,13.6,-15.3,-10.4
O=C(CN1C(=O)COc2ccccc21)N1CCCC1,-2.5,0.3,2.4,0.1,-2.8,-1.3,-6.2,4.3,1.1,-22.5
CCCCCOC(=O)Nc1nnc(CCCCC)s1,-2.8,-2.0,2.8,0.1,-1.0,-4.3,-1.5,15.5,11.5,-43.2
CC(=O)c1c(C)cc(C)c(CSc2ccccn2)c1C,-0.3,-1.1,2.0,-21.2,-0.5,5.4,4.7,20.5,-4.1,-12.5
O=S(=O)(c1ccc(F)cc1)N1CCCC1,3.2,-1.1,-4.3,0.0,-10.8,5.5,-0.7,-6.3,-5.9,-15.3
COCc1c(C(=O)N/N=C\c2cccs2)nnn1-c1nonc1N,-0.4,4.2,8.2,-0.3,3.3,1.2,-1.3,11.8,10.2,2.6
CCOC(=O)Cc1cc(OC)c(OC)cc1Cc1cc(OC)c(OC)cc1CC(=O)OCC,0.6,2.2,-1.4,0.4,-1.0,-2.7,15.6,9.3,-10.7,-21.5
Cc1csc(=O)n1CC(=O)OCC(=O)c1c(N)n(C)c(=O)n(C)c1=O,.,0.7,.,0.2,-3.7,-0.1,-16.6,24.2,-0.9,.
Cc1ccc(Cl)cc1N1CCN(C(=O)C2CCN(S(=O)(=O)c3c(C)nn(C)c3C)CC2)CC1,4.4,-1.5,6.1,-0.3,-4.5,-0.6,15.5,20.6,0.7,3.4
COCCN(C(=S)Nc1ccccc1OC)C(C)c1cccs1 (stereo not drawn),-0.9,-2.5,1.9,0.3,-4.6,-0.4,4.9,4.6,-6.9,12.1
Cc1ccc(N2C(=O)C3CCC(C)(C2=O)C3(C)C)cc1C (stereo not drawn),5.3,-2.8,1.2,-0.4,-2.2,-0.9,10.8,-4.9,10.9,9.3
Cc1cc(NC(=O)CCC(=O)N(c2ccccc2)C(C(=O)NC2CCCC2)c2ccccc2)no1 (stereo not drawn),-2.6,-2.5,-1.7,0.1,4.4,-0.1,3.6,19.0,7.5,-7.9
CC(=O)c1ccc(N2CCN(C(=O)/C=C/c3ccc(S(=O)(=O)NCc4ccco4)cc3)CC2)cc1,-0.1,1.3,4.9,-0.4,8.6,-3.1,4.3,41.8,-8.9,-8.2
Cn1c(=O)cc(OCC(=O)N2CCN(c3ccccc3F)CC2)c2ccccc21,4.6,-1.4,-5.1,0.0,12.4,0.1,4.8,0.7,16.0,-29.9
Cc1c(N(C(=O)Cc2cccs2)C2(C(=O)NC3CCCC3)CCCCC2)c(=O)n(-c2ccccc2)n1C,5.0,-3.4,-0.3,-0.1,1.6,2.3,6.0,7.8,-3.2,-13.7
CC(=O)Nc1cccc(NC(=O)Nc2ccc(C)c(Cl)c2)c1,2.1,-1.9,8.5,3.4,11.2,-1.1,7.3,8.9,-118.1,-41.5
CCn1c(CNC(=O)c2ccco2)nnc1SCC(=O)Nc1cc(C(F)(F)F)ccc1Cl,-2.7,5.1,-5.7,0.0,-1.6,-1.6,12.8,12.7,-2.9,-6.1
CC1=NCCN1CCNC(=O)Nc1ccc(C(C)(C)C)cc1,-0.2,-1.0,3.3,-0.7,-6.3,-1.8,9.0,17.9,-2.6,-15.7
COc1cc(NC(=O)COC(=O)CO/N=C(\C)c2ccc3c(c2)OCO3)cc(OC)c1OC,.,-2.1,.,0.9,-0.4,-1.2,15.1,19.2,-0.8,.
Cc1[nH]n(-c2ccc(Cl)cc2)c(=O)c1N=Nc1cccnc1,5.7,-1.8,1.2,1.9,3.8,-0.2,0.8,11.1,-92.6,10.9
C#CCN1C(=O)C(O)(CC(=O)c2ccc3c(c2)OCCO3)c2ccccc21 (stereo not drawn),1.1,-7.4,-2.3,.,-7.0,1.5,-4.3,19.6,-3.0,-102.1
COC(=O)c1ccc(COC(=O)CNC(=O)CNC(=O)c2ccc(C)cc2)cc1,0.4,1.8,-6.5,-0.4,1.8,-0.2,6.3,17.1,-8.3,-15.2
Cc1cc(C)n2nc(S(=O)(=O)Nc3c(Cl)cccc3Cl)nc2n1,-0.6,1.6,0.4,-0.1,-11.5,-0.9,-27.7,3.0,-13.0,1.9
Cc1cc(F)ccc1S(=O)(=O)Nc1ccccc1C(=O)Nc1ncn[nH]1,3.4,-2.7,7.9,0.1,1.6,-1.3,12.6,5.0,20.4,3.4
N#C/C(=C/c1ccco1)c1nc2ccccc2s1,2.3,1.4,-3.0,2.3,43.9,1.9,99.7*,3.3,-281.8,-59.6
CCCCCC(=O)NNC(=O)c1ccc(-c2ccccc2)cc1,10.2,0.0,2.4,0.2,-1.5,-0.6,23.7,-2.5,-21.9,0.5
Nc1nc(Cl)cc(N2CCOCC2)n1,-1.9,1.3,-2.1,0.0,-0.5,0.6,12.2,-0.6,22.8,5.6
COc1ccccc1OC(C)C(=O)NNC(=S)NC1CCCC1 (stereo not drawn),2.2,1.1,-5.2,-0.5,1.2,-2.5,-0.9,6.7,5.6,11.2

# HSF-1 act, hit marks shown above.
SMILES	HSP90 inh	GSK3B inh	HSF1 inh	GSK3A inh	HSF-1 act	AI-2 QS mod	aSyn 5UTR inh	KLF5 inh
N#C/C(=C/c1ccco1)c1nc2ccccc2s1	2.3	1.4	43.9	1.9	99.7*	3.3	-281.8	-59.6

# Quoted at random: 2 records from the list
SMILES,HSP90 inh,GSK3B inh,IEC-6 cytotox,HIF activator,HSF1 inh,GSK3A inh,HSF-1 act,AI-2 QS mod,aSyn 5UTR inh,KLF5 inh
COC(=O)c1ccc(COC(=O)CNC(=O)CNC(=O)c2ccc(C)cc2)cc1,0.4,1.8,-6.5,-0.4,1.8,-0.2,6.3,17.1,-8.3,-15.2
COc1cc(NC(=O)COC(=O)CO/N=C(\C)c2ccc3c(c2)OCO3)cc(OC)c1OC,.,-2.1,.,0.9,-0.4,-1.2,15.1,19.2,-0.8,.

# (continued)
SMILES,HSP90 inh,GSK3B inh,IEC-6 cytotox,HIF activator,HSF1 inh,GSK3A inh,HSF-1 act,AI-2 QS mod,aSyn 5UTR inh,KLF5 inh
S=c1nc(COc2ccccc2)[nH]c2ccccc12,-1.0,1.9,5.0,-19.8,7.0,0.6,0.8,-3.9,-111.9,-118.5
O=C(CCl)Nc1ccc2c(c1)OCO2,2.2,0.7,4.9,-0.3,-4.3,-2.9,8.9,-4.1,-89.6,-18.1
CC(C)(C)NS(=O)(=O)c1ccc(NC(=O)C2CCCCC2)cc1,1.3,3.8,4.2,-0.6,5.6,-1.5,17.6,26.5,-3.8,-7.8
Cc1ccc(OCCC(=O)N(CC(=O)Nc2ccccc2C(F)(F)F)Cc2ccco2)cc1,.,1.3,.,-0.2,3.5,.,-2.1,25.4,-1.7,.
Cc1ccc(C)c(S(=O)(=O)Nc2cccc(-n3cnnn3)c2)c1,-6.2,1.9,6.7,-0.3,5.0,-0.3,8.8,14.6,9.5,2.4
CCN(CC)C(=O)CSc1nnc2nnc3cc(OC)ccc3n12,2.4,-4.5,21.7,-0.5,8.3,-0.3,24.8,27.3,55.5,-6.6
Cc1cs/c(=N\N=C\c2cccc([N+](=O)[O-])c2)n1Cc1ccco1,3.3,1.1,-2.7,0.9,20.9,2.6,42.6,4.4,-97.3,-5.3
CCOc1c(Br)ccc2c1sc1nc[nH]c(=O)c12,2.3,-3.2,-6.4,0.5,-11.0,1.5,-5.3,6.1,3.0,-33.8
COc1cccc(OC)c1OCCNC(C)(C)C,0.0,-6.8,2.4,-0.3,1.1,-1.5,-4.4,31.1,3.4,-2.3
CCCCC[n+]1ccn(C2=C([O-])c3ccccc3C(=O)/C2=N\S(=O)(=O)c2ccc(Br)cc2)c1,1.4,-4.4,-2.0,-1.3,18.4,1.7,23.5,14.7,41.6,-19.9
CCCC(CCC)C(=O)Nc1ccc2c(c1)N(C(=O)CN1CCN(C)CC1)c1ccccc1CC2,2.1,-0.4,6.0,-7.5,2.0,4.0,5.4,16.2,-38.2,-4.9
COc1ccc([N+](=O)[O-])cc1NC(=O)c1csc(C)c1,-2.5,1.3,0.9,0.6,6.6,-0.2,9.0,16.9,-40.5,-33.1
COc1ccc(C(=O)OCC(=O)NCCCc2ccccc2)cc1OC,3.3,0.9,-8.1,0.4,-6.5,-6.1,-9.2,-10.6,27.0,-26.6
COc1cc(C(C)=O)ccc1OCC(O)CN1CCN(c2ccc(C)c(C)c2)CC1 (stereo not drawn),-2.5,1.7,-6.3,-0.2,5.7,-3.3,13.1,13.7,-1.7,-44.6
COc1ccc(-n2ncc3c(N4CCCCC4)ncnc32)cc1,67.0*,-1.5,1.8,-2.9,-81.0*,-0.1,-83.5,4.5,101.2*,65.3*
COc1ccc(CCNC(=O)C2CCN(S(=O)(=O)c3cc(OC)ccc3OC)CC2)cc1,1.3,1.1,-2.1,0.4,2.9,-1.7,-5.0,45.6,4.3,-1.1
O=C(Nc1cccc(S(=O)(=O)N2CCCCC2)c1)c1ccc(S(=O)(=O)C(F)F)cc1,-0.8,0.0,3.1,0.0,-4.1,-1.5,3.9,9.9,-13.7,-6.5
